E-sel inducer: induces E-selectin expression in human endothelial cells; P16581; HUVEC E-selectin immunofluorescence imaging; normalized: neutral wells 0, TNF-alpha wells 100; activation, % at 7.58 µM; 0.37% of 260,000 active; AID 686992;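 active = mean E-selectin-positive cell signal at least 10% of the positive control, reached in at least 60% of replicates, without over 20% cell loss; inconclusive = no rule given, readout overlaps actives, possibly toxicity-flagged; inactive = the rest, including those meeting only one limit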;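 note: in these data hits start at about 27%; measured in HUVEC primary endothelial cells; signal is the percent of cells scored E-selectin positive by PE staining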
Target sequence (P16581 whole entry, looked up): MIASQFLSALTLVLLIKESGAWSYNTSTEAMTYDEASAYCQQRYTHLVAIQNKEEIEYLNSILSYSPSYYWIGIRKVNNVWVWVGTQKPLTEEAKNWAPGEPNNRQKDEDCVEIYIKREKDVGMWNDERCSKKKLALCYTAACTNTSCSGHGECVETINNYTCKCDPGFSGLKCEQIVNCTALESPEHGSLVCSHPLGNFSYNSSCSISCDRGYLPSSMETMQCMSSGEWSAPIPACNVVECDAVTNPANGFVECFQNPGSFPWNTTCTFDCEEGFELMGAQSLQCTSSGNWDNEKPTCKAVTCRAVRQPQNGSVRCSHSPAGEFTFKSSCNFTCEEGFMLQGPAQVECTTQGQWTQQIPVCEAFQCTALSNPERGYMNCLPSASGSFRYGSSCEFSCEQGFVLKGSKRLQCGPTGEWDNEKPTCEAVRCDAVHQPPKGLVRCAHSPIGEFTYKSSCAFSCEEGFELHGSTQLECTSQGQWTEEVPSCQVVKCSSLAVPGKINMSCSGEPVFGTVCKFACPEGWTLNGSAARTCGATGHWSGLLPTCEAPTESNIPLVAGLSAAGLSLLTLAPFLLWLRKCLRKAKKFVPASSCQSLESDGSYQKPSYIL
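Test system – human umbilical vein endothelial cells (HUVEC), E-selectin induction · Input – 3,000 HUVEC seeded per well · Buffer or medium – EGM-2, gelatin · Compound dosing – single-point compound dose · Detection – immunofluorescence imaging · Measure – percent E-selectin-positive cells · Controls – TNF-alpha high, DMSO low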
PglD inh: PglD (C. jejuni) enzyme inhibition; AID 602405; 0.098% of 360,000 active; purified PglD enzyme, DTNB colorimetric CoA detection; inhibition, % at 12.5 µM; in the data active = inhibition above about 16%, passing the limit was not always enough; inconclusive = no clear call, values can overlap the other calls; note: strong numbers were not always called active
ERAP1 HTS inh: inhibitors of human ERAP1 aminopeptidase; AID 652197; inhibition, % at 10.7 µM; Q9NZ08; 0.15% of 340,000 active; recombinant ERAP1, Leu-AMC fluorescence, 60 min;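 active = mean replicate inhibition of at least 30%, or all replicates individually reaching that 30% level; inactive = mean below 30% and not every replicate reaching it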;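 note: 0% = neutral control wells and 100% = L-leucinethiol positive control wells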
Cneo AK release: causes C. neoformans cell lysis | AID 651654 | lysis activity, % at 15 µM | 0.2% of 360,000 active | adenylate kinase release luminescence, 4 h; normalised: neutral wells 0, clomiphene wells 100;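 active = mean lysis activity across replicates of at least 80%, whatever share of replicates individually reach that level; inactive = mean lysis activity below 80%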
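Signal: Adenylate kinase release luminescence | Assay system: Log-phase Cryptococcus neoformans yeast cells | Input: Cells at 5 × 10^6 per mL | Buffer or medium: Fresh YPD growth medium | Compound: Single dose | Schedule: Static 4 h at 37 °C with compound, 1 h detection | Controls: Clomiphene | Read-out: Luminescence rise reflecting yeast cell lysis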
miR-122 sensor: miR-122 inhibition in Huh7 cells; activation (reporter increase), % at 12.5 µM; AID 602342; Huh7 miR-122 Renilla luciferase sensor, 48 h; neutral wells = 0, positive control = 100; 0.3% of 340,000 active;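 active = mean replicate activation score at least 90 and every replicate individually at or above 90; inconclusive = only one of the two criteria met; inactive = neither criterion met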;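 note: higher luciferase means less miR-122 activity so hits act as miR-122 inhibitors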
RAD52 anneal inh: blocks human RAD52 DNA annealing | P43351 | recombinant RAD52 DNA annealing, FRET fluorescence | inhibition, % at 18.7 µM | 0.46% of 360,000 active | AID 651710;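 active = every replicate showing at least 50% inhibition; inconclusive = mean inhibition at least 50% but not in every replicate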
Target sequence (P43351 whole entry, looked up): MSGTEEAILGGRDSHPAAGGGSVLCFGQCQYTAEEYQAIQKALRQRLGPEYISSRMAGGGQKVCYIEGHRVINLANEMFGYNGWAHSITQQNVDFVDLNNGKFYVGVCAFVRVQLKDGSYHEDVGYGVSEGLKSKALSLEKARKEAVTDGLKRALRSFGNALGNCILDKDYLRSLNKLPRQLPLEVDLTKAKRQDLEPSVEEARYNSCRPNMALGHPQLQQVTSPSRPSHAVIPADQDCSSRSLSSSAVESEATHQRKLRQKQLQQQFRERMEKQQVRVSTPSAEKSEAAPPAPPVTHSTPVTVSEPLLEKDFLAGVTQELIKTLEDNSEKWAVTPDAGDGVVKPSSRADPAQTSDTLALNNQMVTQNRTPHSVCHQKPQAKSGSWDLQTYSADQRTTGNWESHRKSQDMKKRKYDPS
PGC1a acetyl inh: lowers PGC1a acetylation signal in U2OS cells. 0.17% of 350,000 active. AlphaScreen anti-acetyl-lysine; with virally co-expressed GCN5 acetyltransferase. inhibition, % at 15.6 µM;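 active = every replicate shows inhibition of at least 40%; inconclusive = mean inhibition at least 40% but some replicate below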;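 note: 0% = neutral control wells and 100% = positive control wells; some results beyond the cut were filed as inactive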
RAD54 inh: blocks human RAD54 Holliday junction branch migration; FAM/BHQ fluorescence; inhibition, % at 10.4 µM; 0.14% of 360,000 active; Q92698;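 active = mean normalized replicate activity at least 40 and at least half of replicates scoring 40 or more; inconclusive = only one of the two criteria met; inactive = mean below 40 and under half of replicates reaching 40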;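 note: 0% = median of neutral control wells and 100% = median of positive control wells; inhibitors cause a drop in the FAM fluorescence signal; in these data hits start at about 50%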
* = called active by the depositor; ? = inconclusive; nt = no result given; [ ] = dose if it differs, or a comment.

Values run as follows: E-sel inducer	PglD inh	ERAP1 HTS inh	Cneo AK release	miR-122 sensor	RAD52 anneal inh	PGC1a acetyl inh	RAD54 inh
- CCOC(=O)c1c(/N=C/C2C(=O)CCCC2=O)sc2c1CCCC2
  nt	nt	-4	nt	-1	-8	7	nt
- O=C(NC1Cc2ccccc2C1)[C@H]1[C@H](CO)[C@H]2Cn3c(cccc3=O)[C@@H]1N2C(=O)CC1CC1
  -0.4	6	8	1	nt	12	nt	-4
- Cc1nn(C)c(C)c1NC(=O)CSc1nc(C2CC2)nc2c1cnn2-c1ccccc1
  nt	0	nt	-2	-2	nt	3	4
- CCCn1c(N)c(C(=O)CSc2nnc(-c3ccco3)n2Cc2ccccc2)c(=O)[nH]c1=O
  nt	-2	nt	-1	0	nt	3	2
- CCC(=O)N1[C@@H]2CN(C(=O)c3cccc(OC)c3)c3ccccc3[C@@H]2[C@@H]1CO
  -0.3	0	-1	-1	-4[16.7 µM]	-1	6	2
- Cc1nc2sc(C(c3ccco3)N3CCN(C(c4ccccc4)c4ccccc4)CC3)c(O)n2n1 (stereo not given)
  0.8	1	-1	3	nt	-58	nt	-5
- Cc1ccc(C)c(NC(=O)CN(C)C(=O)c2ccc3c(=O)n4c(nc3c2)CCC4)c1
  -0.2	5	-1	1	5	-10	-6	6
- O=C(Nc1ccc2c(c1)OCCO2)c1ccc2nccnc2c1
  nt	1	0	-5	0	5	12	0
- CCC(=O)Nc1ccc2c(c1)C(=O)N(C)[C@H]1CC[C@@H](CC(=O)NCCc3ccccc3)O[C@@H]1CO2
  0.2	6	-3	1	-2[16.7 µM]	-1	2	4
- COc1cccc(N2CCN(C(=O)CC(C)(C)CC3=NS(=O)(=O)c4ccccc4N3)CC2)c1
  0.9	3	2	1	13	-7	2	-1
- COc1ccc(N2CCN(C(=O)c3sc4ncn(CC(=O)N5CCCCC5)c(=O)c4c3C)CC2)cc1
  nt	-4	-1	-1	-7	2	0	4
- C[C@H]1CCCCO[C@@H](CN(C)C(=O)Nc2ccc3c(c2)OCO3)[C@@H](C)CN([C@@H](C)CO)C(=O)c2cc(NC(=O)c3ccccc3)ccc2O1
  -0.2	0	-1	-4	4[16.7 µM]	21	-9	2
- CCCCNC(=O)C1(C)CCN1C(=O)Cc1ccc(OC)cc1 (stereo not given)
  -0.1	1	3	-4	-2	-4	0	1
- Cn1c(=O)[nH]c(=O)c2c1nc(CN1CCN(c3cccc(Cl)c3)CC1)n2CCCc1ccccc1
  ?	-3	1	0	4	-19	-12	-11
- O=C(C1CC1)N1CC[C@@H]2[C@H]1c1cc(-c3ccc(F)cc3)ccc1N[C@@H]2CO
  0.9	-1	nt	2	0[16.7 µM]	nt	5	-13
- CC(C)(C)c1cc(C(=O)N/N=C/c2ccc(-c3ccccc3[N+](=O)[O-])o2)n[nH]1
  17	1	3	-2	9	-12	nt	-1
- C[C@H]1CCCCO[C@H](CN(C)C)[C@@H](C)CN([C@@H](C)CO)C(=O)c2cc(NS(=O)(=O)c3cn(C)cn3)ccc2O1
  0.1	-1	7	-1	3[16.7 µM]	-43	25	-6
- CCn1cc(/C=C(\NC(=O)c2ccccc2F)C(=O)N2CCCC2)c2ccccc21
  nt	-7	nt	1	7	nt	10	4
- Cn1c(Cc2ccccc2)nnc1SCC(=O)N1CCOCC1
  nt	nt	nt	1	9	nt	6	16
- COc1ccc(-c2nc(-c3cccc(C)c3)[nH]c(=O)c2C#N)cc1
  nt	-3	nt	0	-4	nt	39	-3
- O=[N+]([O-])c1cccc(Cl)c1NCCNS(=O)(=O)c1ccc(Cl)cc1
  nt	0	nt	1	6	nt	1	-4
- O=C(O)Cc1sc(Nc2ccc(F)cc2)nc1-c1cccs1
  5.3	nt	-1	nt	nt	-32	6	nt
- C[C@H]1CN([C@@H](C)CO)C(=O)CCCn2cc(nn2)CO[C@H]1CN(C)C(=O)NC1CCCCC1
  -0.5	2	-2	-1	2[16.7 µM]	19	-12	-12
- CCCNC(=O)Nc1ccc2c(c1)C(=O)N(C)C[C@@H](OC)[C@@H](C)CN(C)[C@@H](C)CO2
  -0.1	1	3	-4	-12[16.7 µM]	-8	-2	-4
- Cc1noc(C)c1S(=O)(=O)N(C)C[C@H]1OCCCC[C@@H](C)Oc2ccc(NS(C)(=O)=O)cc2C(=O)N([C@@H](C)CO)C[C@H]1C
  0.0	5	1	0	-2[16.7 µM]	6	15	-12
- C[C@@H]1CCCCO[C@@H](CN(C)C)[C@@H](C)CN([C@@H](C)CO)C(=O)c2cc(NS(=O)(=O)c3ccc(Cl)cc3)ccc2O1
  -0.2	-2	-70	0	8[16.7 µM]	-24	7	-10
- CCOc1cc(C)c(Cl)cc1S(=O)(=O)NCC1CCCO1 (stereo not given)
  nt	-2	nt	3	?	nt	-3	-4
- CCC(=O)N[C@@H]1C=C[C@H](CC(=O)OC)O[C@@H]1CO
  -0.2	0	2	0	3[16.7 µM]	4	-5	-6
- O=C(C[C@H]1CC[C@H]2[C@@H](COC[C@H](O)CN2C(=O)c2ccncc2)O1)NCc1ccc(-c2ccccc2)cc1
  0.2	0	-4	-1	6[16.7 µM]	-11	-1	7
- FC(F)Sc1nnc(-c2cccs2)n1-c1ccccc1
  nt	1	nt	-5	-10	nt	nt	2

Sorted by value in miR-122 sensor (low to high): three of the compounds above
canonical_smiles,PglD inh,ERAP1 HTS inh,miR-122 sensor,RAD52 anneal inh,PGC1a acetyl inh
FC(F)Sc1nnc(-c2cccs2)n1-c1ccccc1,1,nt,-10,nt,nt
CCCCNC(=O)C1(C)CCN1C(=O)Cc1ccc(OC)cc1 (stereo not given),1,3,-2,-4,0
O=C(Nc1ccc2c(c1)OCCO2)c1ccc2nccnc2c1,1,0,0,5,12

4 entries out of the list, ordered by count of non-hydrogen atoms, falling.
Values run as follows: E-sel inducer	PglD inh	ERAP1 HTS inh	Cneo AK release	miR-122 sensor	RAD52 anneal inh	PGC1a acetyl inh	RAD54 inh
- O=C(C[C@H]1CC[C@H]2[C@@H](COC[C@H](O)CN2C(=O)c2ccncc2)O1)NCc1ccc(-c2ccccc2)cc1
  0.2	0	-4	-1	6[16.7 µM]	-11	-1	7
- CC(C)(C)c1cc(C(=O)N/N=C/c2ccc(-c3ccccc3[N+](=O)[O-])o2)n[nH]1
  17	1	3	-2	9	-12	nt	-1
- Cn1c(Cc2ccccc2)nnc1SCC(=O)N1CCOCC1
  nt	nt	nt	1	9	nt	6	16
- CCC(=O)N[C@@H]1C=C[C@H](CC(=O)OC)O[C@@H]1CO
  -0.2	0	2	0	3[16.7 µM]	4	-5	-6

New compounds follow.
Values run as follows: E-sel inducer	PglD inh	ERAP1 HTS inh	Cneo AK release	miR-122 sensor	RAD52 anneal inh	PGC1a acetyl inh	RAD54 inh
- CO[C@@H]1CN(C)C(=O)c2ccc(NC(=O)c3cc(C)on3)cc2OC[C@@H](C)N(S(=O)(=O)c2cccc(F)c2)C[C@H]1C
  0.0	3	-1	0	-4[16.7 µM]	16	-13	5
- Cc1cc(NC(=O)CSc2nc3ccccc3c(=O)n2C(C)c2ccccc2)no1 (stereo not given)
  nt	3	nt	0	1	nt	2	8
- O=C(Nc1cccnc1)c1cc(S(=O)(=O)N2CCCCC2)c(Cl)cc1Cl
  nt	-5	-1	16	0	-15	nt	-10
- COc1ccc(CN2C(=O)C(O)(CC(=O)c3ccc4c(c3)OCO4)c3ccccc32)cc1OC (stereo not given)
  nt	-5	nt	7	3	nt	4	-7
- CC(C)(C)c1ccc2c(c1)C(c1ccc3c(c1)OCO3)CC(=O)O2 (stereo not given)
  4.9	6	nt	7	6	-16	13	-15
- CC1(C)Oc2ccc3ccc(=O)oc3c2[C@H](O)[C@H]1O
  -0.5	8	4	6	0	-12	1	1
- CCOc1ccccc1N1CC(C(=O)Nc2nccs2)CC1=O (stereo not given)
  nt	-12	nt	0	2	nt	-5	-4
- Cc1ccc(C)c(-n2c(SCC(=O)NCC3CCCO3)nnc2-c2ccoc2C)c1 (stereo not given)
  nt	-2	nt	7	4	nt	-6	-3
- C[C@H](CO)N1C[C@H](C)[C@H](CN(C)CC2CCCCC2)Oc2ccc(NC(=O)CCC(F)(F)F)cc2C1=O
  nt	1	0	2	-5[16.7 µM]	19	-18	1
- CCOc1ccc(CCNC(=O)C2CCN(c3ccc(N4CCOCC4)nn3)CC2)cc1OCC
  nt	3	nt	-3	1	nt	-14	-7
- Cc1nnc(NC(=O)CSc2ccc(-c3ccc(Cl)cc3)nn2)s1
  -3.1	nt	-2	nt	nt	-28	-3	nt
- CCN(C(=O)Cc1c(C(=O)O)n(C)c2ccccc12)c1ccc(F)cc1
  nt	nt	4	nt	-10	-17	-7	nt
- C=CCSc1nnc(NC(=O)CSc2nc3ccccc3o2)s1
  nt	11	nt	0	-1	nt	-2	0
- O=C(Cn1ncc2c3ccccc3n(Cc3ccccc3F)c2c1=O)NC1CC1
  nt	-2	3	1	-6	-6	-2	-4
- CCN1CCN(S(=O)(=O)c2ccc(Cl)c(C(=O)N(CC)CC(=O)Nc3ccc(OC)cc3)c2)CC1
  -0.1	1	9	0	0	-5	nt	-9
- Cn1c(SCc2cc(=O)[nH]c(C(C)(C)C)n2)nnc1C(F)(F)F
  0.2	2	2	2	nt	-8	6	3
- Cc1cc(Cl)ccc1C(O)c1ncc(-c2ccc(F)cc2)[nH]1 (stereo not given)
  nt	4	nt	-1	2	nt	1	-2
- N#Cc1cccc(-c2ccc3c(c2)[C@H]2[C@H](CCN2S(=O)(=O)c2ccccc2)[C@@H](CO)N3)c1
  -0.1	-4	-2	2	36[16.7 µM]	-12	6	-6
- C[C@H](CO)N1C[C@H](C)[C@@H](CN(C)Cc2cccnc2)Oc2cc(C#C[C@@H](C)O)ccc2S1(=O)=O
  0.0	0	1	0	2[16.7 µM]	-2	-4	-3
- O=C(NCCCn1ccnc1)c1ccc(Br)o1
  nt	2	0	-1	2	-4	3	4
- Clc1ccc(OCCOCCNCc2ccccc2)cc1Cl
  nt	4	-1	14	0	9	1	-6
- CCOC(=O)CS(=O)(=O)c1ccccc1
  nt	1	nt	-1	-3	nt	-11	-7
- CC(/C=C1\SC(=S)N(CCC(=O)Nc2ccc(O)cc2)C1=O)=C\c1ccccc1
  nt	-4	2	7	-7	-11	nt	3
- CCC(C(=O)NC1CCCCCC1)n1nc(C)c2c(C)n(-c3ccccc3)nc2c1=O (stereo not given)
  nt	0	5	1	9	-9	-3	-21
